mcGAS inh: inhibitors of mouse cGAS; Q8C6L5; recombinant cGAS, Kinase-Glo ATP depletion luminescence; inhibition, % at 12.5 µM; hit rate 0.15% among 160,000;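 also: 0% = negative control wells and 100% = reference inhibitor with no enzyme activity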
NPYLR7 agonist: mosquito NPYLR7 agonism; activation, % at 10 µM; AID 1259423; hit rate 0.15% among 270,000; HEK293T NPYLR7/Galpha15, GCaMP6s calcium fluorescence; in the data active = activation above about 40%;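 also: 0% = vehicle and 100% = reference agonist at the receptor; some compounds past the cut are filed as inactive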
hcGAS inh: blocks human cGAS activity. Q8N884. recombinant h-cGAS, ATP depletion, Kinase-Glo luminescence. inhibition, % at 12.5 µM. hit rate 0.081% among 290,000;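 also: 0% = vehicle reaction and 100% = reaction without DNA for no activity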
Target sequence (Q8N884 whole entry, looked up): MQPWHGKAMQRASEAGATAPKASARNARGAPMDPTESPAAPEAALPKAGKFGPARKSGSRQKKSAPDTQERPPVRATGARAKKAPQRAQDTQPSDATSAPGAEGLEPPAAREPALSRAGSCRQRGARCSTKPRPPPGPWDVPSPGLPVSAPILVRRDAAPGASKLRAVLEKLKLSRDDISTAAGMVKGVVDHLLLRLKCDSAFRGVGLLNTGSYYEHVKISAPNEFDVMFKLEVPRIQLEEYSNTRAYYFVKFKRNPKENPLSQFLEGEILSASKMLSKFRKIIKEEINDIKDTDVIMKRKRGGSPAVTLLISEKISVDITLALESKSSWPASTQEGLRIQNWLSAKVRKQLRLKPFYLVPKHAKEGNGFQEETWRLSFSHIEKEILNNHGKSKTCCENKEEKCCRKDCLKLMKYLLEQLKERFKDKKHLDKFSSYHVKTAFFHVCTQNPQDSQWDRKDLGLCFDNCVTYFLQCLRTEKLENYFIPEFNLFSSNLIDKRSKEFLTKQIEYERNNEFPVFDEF
An asterisk follows results filed as active; . = not tested or not shown; & = joins results of further samples. Rule as the data show it, unless noted: active = inhibition above about 40%; inactive = the rest. A portion of the library; count on the stated rates, not on these rows.

SMILES	mcGAS inh	NPYLR7 agonist	hcGAS inh
COc1ccc(NC(=O)C(C2CCCC2)N2CCN(C(=O)COc3ccccc3)CC2)cc1 (stereo not drawn)	1	-1	0
CN(C)[C@@H]1C(=O)C(C(N)=O)C(=O)[C@@]2(O)C(=O)C3=C(O)c4c(O)ccc(Cl)c4[C@@](C)(O)[C@H]3C[C@@H]12 (stereo partly drawn)	.	2&13	3&5
CC(C)(C)c1nn(C(C)(C)C)c2c1C(c1ccsc1)SCC(=O)N2CC(=O)N1CCCC1 (stereo not drawn)	-9	4	-9
N[C@H](CO)Cc1ccccc1	-4	.	-4
CCC1CN(Cc2c(OC)ccc(F)c2F)CCN1C(C)C (stereo not drawn)	.	-5	-7
O=C(c1cccs1)N1CCN2C[C@@H](c3ccccc3)[C@H](CO)[C@H]2C1	-3	8	-11
OC(CN1CC=C(c2ccccc2)CC1)c1cc(F)ccc1F (stereo not drawn)	.	1	-2
COc1cc2c3cc1Oc1c(OC)c(OC)cc4c1[C@@H](Cc1cccc(c1)Oc1ccc(c(O)c1)C[C@@H]3N(C)CC2)N(C)CC4	0	.	0
NC(C(=O)O)c1cc(=O)[nH]o1 (stereo not drawn)	-5	4	-3
O=C(Nc1ccccc1C(F)(F)F)c1cccn(Cc2ccc(F)cc2)c1=O	.	13	-10
Cc1ncsc1CCN(C)C(=O)c1cn(C)c2ccccc12	.	2	0
COc1cccc(CC(=O)N2CCN(C(c3ccccc3)c3ccc(Cl)cc3)CC2)c1 (stereo not drawn)	-4	2	-3
O=C(CN1CC=C(c2cnn(-c3ccccn3)c2)CC1)NCC1CCCO1 (stereo not drawn)	.	19	-8
N#CC1C(=N)Oc2c(c(=O)oc3ccccc23)C1c1ccc(N2CCOCC2)c([N+](=O)[O-])c1 (stereo not drawn)	.	-6	-5
O=S(=O)(c1cccc(Cl)c1Cl)N1CCN(CCOC(c2ccccc2)c2cccc(C(F)(F)F)c2)CC1 (stereo not drawn)	-8	5	-12
CC(N)Cc1ccc(O)cc1 (stereo not drawn)	.	4&7	-3&-4
CN1[C@H]2CC[C@@H]1CN(C(=O)c1cccc(-n3cnnc3)n1)CC2	.	0	-3
Cc1ccc2c(c1)C(=O)NC1(CCNCC1)N2	.	12	-7
O=C1c2no[n+]([O-])c2C(=O)c2c1no[n+]2[O-]	.	13	0
CCOC(=O)c1nn(-c2ccc(C)cc2)c(=O)cc1N(C)C1CCN(C)CC1	.	11	-4
COC(=O)C1C(=N)Oc2cc(C)[nH]c(=O)c2C12C(=O)N(Cc1cccc(C)c1)c1ccccc12 (stereo not drawn)	-1	-5	2
CC(C)(C)P(=O)(N1CCOCC1)N1CCOCC1	.	7	-4
CCCNC(=O)CN1C(=O)CSC(c2ccccc2Cl)c2c(C(C)(C)C)nn(C(C)(C)C)c21 (stereo not drawn)	-5	30	-4
CN1CSC(=S)N(C)C1	-7	-7	-7
CCOC(=O)[C@H]1CN(C(=O)c2ccccc2)[C@]2(C)C(=O)N(CCOC(C)=O)c3ccccc3[C@H]12	-6	21	8

More results
SMILES	mcGAS inh	NPYLR7 agonist	hcGAS inh
Cc1oc(-c2cccc(F)c2)nc1CC(=O)N1CCN(Cc2cc(=O)c(OCc3ccc(C(F)(F)F)cc3)co2)CC1	-2	3	0
C[C@@H]1CC[C@H]2[C@@H](C)C(=O)O[C@@H]3O[C@]4(C)CC[C@@H]1C32OO4	-5	3	2
O=c1c2ccccc2[nH]c(=S)n1-c1ncn[nH]1	-4	-1	-2
O=C(NCC1CN2CCN1CC2)c1cc(Cl)sc1Cl (stereo not drawn)	-4	3&7	-4&-9
C=CCC(=O)N1CCC2(CCNCC2)CC1	.	6	-9
CCC(NCCOC)c1nc2ccccc2c(=O)n1-c1ccc(Br)cc1 (stereo not drawn)	.	5	-4
CC(=O)OCc1ccc(CN2CCN(CCOC(c3ccccc3)c3ccccc3)CC2)o1	-6	18	-2
CCCN1CCC(NC2C3CC4CC(C3)CC2C4)CC1 (stereo not drawn)	.	-17	-4
C[C@]12CCC(OC3CCCCO3)CC1CCC1C2CC[C@]2(C)C(O)CCC12 (stereo partly drawn)	-5	.	-11
c1ccc2[nH]c(C3NCCc4[nH]cnc43)nc2c1 (stereo not drawn)	-9	7	-5
Cc1cccc(-n2nc(C(C)(C)C)c3c2N(CC(=O)NCc2ccco2)C(=O)CSC3c2cccs2)c1 (stereo not drawn)	3	-6	4
CC(C)(C)c1nn(-c2ccccc2Cl)c2c1C(c1ccsc1)SCC(=O)N2CC(=O)NCc1ccc(F)cc1 (stereo not drawn)	-5	19	-3
CP(=O)(O)C1=CCNCC1	-3	1	2
O=C(NCc1ccccn1)C(C1CCCC1)N1CCN(C(=O)Cc2ccccc2)CC1 (stereo not drawn)	-3	-9	-2
O=C(Nc1ccc(C(F)(F)F)cc1)c1nn(Cc2ccc(S(=O)(=O)N3CCCCC3)cc2)c2ccccc12	-5	16	-8
CC(C)(C)C(=O)NC(=C(Cl)Cl)[P+](c1ccccc1)(c1ccccc1)c1ccccc1	-6	-2	-7
c1cc2c(c(-c3cnccn3)c1)CCNC2	.	8	-4
NC(N)=NOCCC(N)C(=O)O (stereo not drawn)	-3	-8	-3
CCC(NC(=O)c1cnn(C(C)(C)C)c1)c1ccccc1OC (stereo not drawn)	.	6	-11
O=C(Cc1ccccc1)N1CCN(C(c2ccccc2)c2ccc(F)cc2)CC1 (stereo not drawn)	-6	2	-3
O=C1CCCN1c1ccc(NC2CN3CCC2CC3)cc1 (stereo not drawn)	.	9	-7
CC(C)c1n[nH]c(C2CNCCO2)n1 (stereo not drawn)	-13	6	-3
CN1CCN(c2ccc([N+](=O)[O-])cc2C(F)(F)F)CC1	.	-6	-6
O=C(Cc1ccc(F)cc1)N1CCN(C(c2ccccc2)c2ccc(Cl)cc2)CC1 (stereo not drawn)	1	-10	-3
CC(=O)c1cccc(CN2CCN(Cc3cccc(F)c3)CC2)c1	-15	-3	-5

(next part)
SMILES	mcGAS inh	NPYLR7 agonist	hcGAS inh
CCc1cccc(C)c1N(C(=O)CCl)C(C)COC (stereo not drawn)	.	-3	-8
Cc1cc(Cn2cc(Cl)ccc2=N)c2ncccc2c1	.	16	-4
FC(F)(F)c1nnc(N2CCNCC2)s1	.	8	-8
O=C(NC(=O)c1c(F)cccc1F)Nc1cc(Cl)c(OC(F)(F)C(F)C(F)(F)F)cc1Cl (stereo not drawn)	-6	-6	-4
CS(=O)(=O)c1ccc(CC(=O)N2CCN3CCNC(=O)C3C2)cc1 (stereo not drawn)	.	8	-6
Cn1cccc1C=C1C(=O)NC(=S)NC1=O	.	6	4
CC(=O)O[C@H]1[C@@H]2[C@@H](OC(=O)Cc3ccccc3)[C@@H](C)C[C@]2(OC(C)=O)C(=O)/C(C)=C/[C@H]2[C@H](CC[C@@]13CO3)C2(C)C	.	8	-5
O=S(=O)(c1ccccc1F)N1CCN(CCOC(c2ccccc2)c2ccccc2)CC1	-7	23	-2
CCOC(=O)[C@@H]1[C@H]2c3ccccc3N(CC(=O)N(C)C)C(=O)[C@H]2N(C(=O)COC)[C@@H]1c1ccccc1	-6	2	1
CC(C)N(CCC(N)=O)C(=O)C1C(C)(C)C1(C)C	-18	3	-7
CCNc1ncc(C(=O)N2CCC3(CC2)C(=O)NCCN3C)cn1	.	5	-3
Cc1noc(CCN)n1	.	-3	-8
O=C1c2ccccc2C(=O)N1CN1CCN(c2ccccc2)CC1	-2	0	4
Cc1cc(C(=O)NP(=O)(N2CCOCC2)N2CCOCC2)c(C)n1C1CC1	.	-1	-5
Nc1ccc(CCN2CCN(c3cccc(C(F)(F)F)c3)CC2)cc1	-6	1	4
CN1CCN(c2ccc(N)cc2)CC1	.	9	-11
CCCn1nc2ccccc2c1P(=O)(N1CCOCC1)N1CCOCC1	.	-5	-3
O=C(N1CCC2(CC1)OCCO2)C(F)(F)F	.	-11	-4
Cc1ccc(-n2cc(C3=CCN(CCn4cccn4)CC3)cn2)c(C)c1	-11	.	-5
O=S1OCC2C(CO1)C1(Cl)C(Cl)=C(Cl)C2(Cl)C1(Cl)Cl (stereo not drawn)	.	-7	2
Cc1cccc(Cn2cccc(C(=O)Nc3cc(Cl)ccc3C#N)c2=O)c1	.	13	-11
CN(C)C(=O)Oc1ccc(OCc2c[n+]3ccccc3n2C)cc1	.	-4	-9
COc1ccc(-n2c(CC(C)C)nc3ccccc3c2=O)cc1	-6	3	-6
COCc1cc(CN2CCCC(C(=O)c3sccc3C)C2)ccc1OC (stereo not drawn)	.	0	-12
O=C(CN1CC=C(c2ccccc2)CC1)Nc1cccc(S(=O)(=O)NC2=NCCC2)c1	.	1	-6

Exported as labelled records: entries from further up
molecule: CCC(NC(=O)c1cnn(C(C)(C)C)c1)c1ccccc1OC (stereo not drawn)
  mcGAS inh: .
  NPYLR7 agonist: 6
  hcGAS inh: -11
molecule: O=C(Cc1ccccc1)N1CCN(C(c2ccccc2)c2ccc(F)cc2)CC1 (stereo not drawn)
  mcGAS inh: -6
  NPYLR7 agonist: 2
  hcGAS inh: -3
molecule: O=C1CCCN1c1ccc(NC2CN3CCC2CC3)cc1 (stereo not drawn)
  mcGAS inh: .
  NPYLR7 agonist: 9
  hcGAS inh: -7
molecule: CC(C)c1n[nH]c(C2CNCCO2)n1 (stereo not drawn)
  mcGAS inh: -13
  NPYLR7 agonist: 6
  hcGAS inh: -3

Another view of some results above.
Nc1ccc(CCN2CCN(c3cccc(C(F)(F)F)c3)CC2)cc1
  mcGAS inh: -6
  NPYLR7 agonist: 1
  hcGAS inh: 4
O=S1OCC2C(CO1)C1(Cl)C(Cl)=C(Cl)C2(Cl)C1(Cl)Cl (stereo not drawn)
  mcGAS inh: .
  NPYLR7 agonist: -7
  hcGAS inh: 2
Cc1noc(CCN)n1
  mcGAS inh: .
  NPYLR7 agonist: -3
  hcGAS inh: -8

Remaining list, next part:
SMILES	mcGAS inh	NPYLR7 agonist	hcGAS inh
Cc1cc(CC(C)NCC(=O)Nc2cnccn2)n[nH]1 (stereo not drawn)	-19	2&8	-5&-4
Cc1cccn2cc(CC(=O)N3CCN(CC(C)O)CC3)nc12 (stereo not drawn)	-7	10	-6
C=CC[Si]12OCCN(CCO1)CCO2	.	53	-4
CCOC(=O)C1C(=N)Oc2cc(C)n(C)c(=O)c2C12C(=O)N(Cc1cccc(C)c1)c1ccccc12 (stereo not drawn)	-7	-4	-7
Cc1ccc2c(c1)C1(CCN(CCc3nc(-c4ccccc4)oc3C)CC1)OC(=O)N2	.	-10	-3
CC(C)(N)C(=O)N1CCC2(CCNCC2)CC1	.	2	-7
Cc1cccc(-c2ncc(CN3[C@H]4CCNC[C@@H]3CC4)cn2)c1	-12	0	-7
COC(=O)NC(=S)Nc1ccccc1NC(=S)NC(=O)OC	-5	-2	-6
N#CCCN1CN(c2ccc(Cl)cc2)CN=C1N[N+](=O)[O-]	-8	-1	-10
COc1ccc(CC(=O)N2CCN(CC(OCc3cccc(C)c3)c3ccc(Cl)cc3)CC2)cc1 (stereo not drawn)	-7	7	-11
CCCN(CCc1c[nH]c2ccc(NC(=O)C=C(C)C)cc12)CC1CC1	-4	9	1
CN1CCC(N(C)c2ccc(N)cc2)CC1	.	11	-12
Cc1cccc(-n2nc(C(C)(C)C)c3c2N(CC(=O)NCc2ccc(F)cc2)C(=O)CSC3c2ccsc2)c1C (stereo not drawn)	-7	12	-16
C1=C2CCCN[C@H]2[C@@H]2C[C@H]1[C@H]1CCCCN1C2	0	-7	-2
Cc1cc(C)c(C)c(S(=O)(=O)N2CCN(CCOC(c3ccc(F)cc3)c3ccc(F)cc3)CC2)c1C	-8	5	-5
CC[N+](CC)(CCCNC1=CC(=O)C(NCCC[N+](CC)(CC)Cc2ccccc2)=CC1=O)Cc1ccccc1	.	-1	-5
NCC(CS(=O)(=O)O)c1ccc(Cl)cc1 (stereo not drawn)	.	-9	-2
CCCn1c(=O)c2[nH]c(C3CCCC3)nc2n(CCCOC(=O)c2ccc(S(=O)(=O)F)cc2)c1=O	-4	-1	-3
CSc1ccc(C(=O)C2CCCN(Cc3c[nH]c4ccccc34)C2)cc1 (stereo not drawn)	-7	3	-4
CC(C)Nc1nc(N2CCCC2)nc(N2CC3CC(C2)c2cccc(=O)n2C3)n1 (stereo not drawn)	.	-1	-8
NP(N)(=O)NC(=O)c1ccc(F)cc1	.	3	-1
CCCN1CCC(NC(C)CCCC(C)C)CC1 (stereo not drawn)	.	5	-8
CCN(CC)P1(=S)C(N(C)C)=Nc2ccc(Br)cc21 (stereo not drawn)	.	6	-1
